PL synth Enamine – blocks phospholipid synthesis in CHO cells, Enamine compounds; 0.4% of 20,000 active; calls only at 10 µM; ZR-82 CHO cells, pyrene fatty acid UV survival, CellTiter Blue; peroxisome-deficient CHO-K1 mutant line; plus DGAT-1, DGAT-2 and ACAT inhibitors;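 active means cell survival signal 2 SD away from solvent-only control wells, confirmed on one or two retests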;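 further: 3 h compound exposure then viability read about one day after UV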
Calls only; i = inactive; + = active, no number. These rows are one share of the data; the hit share may differ from the screen's.

canonical_smiles,PL synth Enamine
O=C(CC1(C(=O)O)CCCCC1)NC1CC1,i
O=C(c1cc2c(=O)n3ccccc3nc2s1)N1CCC2(CC1)OCCO2,i
O=[N+]([O-])c1cc(C(F)(F)F)ccc1Nc1ccc2c(c1)OCO2,i
CCOC(=O)c1c(C)noc1N,i
COCCn1c(O)c(C=NN2CC(=O)NC2=O)c(=O)[nH]c1=S,i
Cc1cccn2c(=O)c3cc(C(=O)N4CCOCC4)sc3nc12,i
Clc1cccc(NN=C2c3ccccc3-c3ccccc32)c1,+
S=c1[nH]nc(N2CCOCC2)n1-c1ccccc1,i
Clc1ccc(CSc2nc(CSc3ccc(Cl)cc3)nc3sc4c(c23)CCC4)cc1,i
O=C1C(=C2SCCS2)CCCC12CC2c1ccccc1 (stereo not given),i
Cc1ccc(C(=O)N=c2sccn2C)o1,i
Cn1cnc2c1c(=O)n(CCCSc1nnc(N)s1)c(=O)n2C,i
CC(C)CCn1c2ccccc2c2nc3ccccc3nc21,i
CC(C)C1CC(C)(C)c2ccc(O)cc21 (stereo not given),i
O=c1oc2c(-c3ccc(Cl)cc3Cl)cc(O)cc2s1,i
O=c1oc2ccccc2n1CN1CCCC1c1nc2ccccc2s1 (stereo not given),i
OC1CCC(Nc2ncnc3sccc23)CC1 (stereo not given),i
O=S(=O)(c1ccc(Cl)s1)N1CCN(C(=S)NCC2CCCO2)CC1 (stereo not given),i
O=S(=O)(c1ccc(Nc2ccc3c(c2)OCCCO3)nc1)N1CCCC1,i
CN(C(=O)CN1C(=O)NC2(CCc3ccccc32)C1=O)C1CCS(=O)(=O)C1 (stereo not given),i
O=C(C1CN(C(=O)C2=CN3CCS(=O)(=O)N=C3C=C2)c2ccccc2O1)N1CCCCC1 (stereo not given),i
Cc1nc2cnccc2n1C,i
COc1ccc(O)c(/C=N/N(C)CCN(C)/N=C/c2cc(OC)ccc2O)c1,i
CC(=O)c1c(C)[nH]c(C(=O)COC(=O)/C=C/c2ccco2)c1C,i
O=S(=O)(c1ccccc1)c1ccc2c(c1)Sc1ccccc1N2,i
O=S(=O)(N/N=C/c1ccc(O)c(O)c1O)c1ccc(Br)cc1,i
FC(F)(F)c1nc(Nc2ccc(-n3cnnn3)cc2)c2ccccc2n1,i
CN(Cc1ccccc1)c1nnc(-c2ccc(F)c(F)c2)c2ccccc12,i
O=S(=O)(NNc1c(F)c(F)c(F)c(F)c1F)c1ccc(F)cc1,i
CCCCn1c(N)c(N(CCC(C)C)C(=O)NC2CCCCC2)c(=O)[nH]c1=O,i
CN(C)S(=O)(=O)c1ccc(Cl)c([N+](=O)[O-])c1,i
CC(C)(C)c1cc(NC(=O)Cn2cc(C(F)(F)F)cc(Cl)c2=O)on1,i
O=S(=O)(c1ccc2c(c1)OCCO2)N1CCCC1c1nc2ccccc2s1 (stereo not given),i
Cn1c(/C=N/Nc2ccccc2)ccc1P(=O)(c1ccccc1)c1ccccc1,i
O=S(=O)(c1ccc2c(c1)CCC2)N1CCN(Cc2nnc(-c3ccco3)o2)CC1,i
Cc1ccc(C2=CC(c3ccc(Cl)cc3Cl)n3ncnc3N2)cc1 (stereo not given),i
Cc1noc(C(C)C)c1C(=O)O,i
O=C1OC(c2ccccc2)=N/C1=C\c1cc(Cl)c2c(c1)OCCO2,i
Cc1nn(-c2ccccc2)c2c1P(=S)(c1ccccc1)/C(=C1/N(C)c3ccccc3C1(C)C)C=N2 (stereo not given),i
C=CCSc1nnc(NC(=O)C(C)SCc2nc3sc4c(c3c(=O)[nH]2)CCCC4)s1 (stereo not given),i
CN(C(=O)CSc1nc2sc3c(c2c(=O)[nH]1)CCCC3)C1CCCCC1,i
C(=Nc1ccc(-c2nc3ccccc3[nH]2)cc1)c1ccc2c(c1)OCO2,i
Fc1ccc(-c2cn3cc(Cl)ccc3n2)cc1,i
CC(=O)c1c(C)[nH]c(C(=O)COC(=O)c2nccnc2N)c1C,i
C=CCn1c(=S)[nH]c2ccccc21,i
NC(=O)c1c(NC(=O)COC(=O)C2CC2)sc2c1CCCC2,i
Brc1cc2c(cc1CSc1n[nH]c(-c3ccccc3)n1)OCO2,i
CC[n+]1ccc(/C=C/c2ccc(N(C)C)cc2)cc1,+
Nc1nn2cc(-c3ccccc3)nc2s1,i
O=S1(=O)CCN2N=C(Cc3ccccc3)SC2=N1,i

The results go on.
canonical_smiles,PL synth Enamine
O=C(COC(=O)c1ncc(Cl)c(Cl)c1Cl)NCCN1C(=O)CSC1=O,i
OCCNCCSc1nnc(-c2cccs2)o1,i
O=C(CSc1nnnn1Cc1cccs1)N1N=C(c2cccs2)CC1c1ccco1 (stereo not given),i
O=S(=O)(/C=C/c1ccc(Cl)cc1)N1CCCC1c1ccc2c(c1)OCCCO2 (stereo not given),i
c1ccc2c(c1)CCCC2Nc1ncnc2sc3c(c12)CCC3 (stereo not given),i
O=S(=O)(NC1CCSc2ccccc21)c1ccccc1 (stereo not given),i
Brc1cccc(N=c2oc3ccc4ccccc4c3cc2-c2nc3ccccc3[nH]2)c1,i
COCCn1c(C)cc(C(=O)COC(=O)C23CC4CC(CC(Br)(C4)C2)C3)c1C,i
O=C(COc1ncnc2sc3c(c12)CCC3)NCC(F)(F)F,i
Cc1cc(OCC(=O)Nc2nccs2)no1,i
COCCN=c1scc(-c2ccc(OC)cc2)n1/N=C/c1cc(Br)c(O)c(OC)c1,i
CC1(C)CC2CC(C)(CN2C(=O)COC(=O)c2cc(Br)c(Br)s2)C1 (stereo not given),i
O=C1Nc2ccccc2/C1=N\n1cnc2ccccc21,i
CSc1ccc(C2(O)Cc3cccc[n+]3C2c2ccccc2)cc1 (stereo not given),i
Cc1nc(SCc2nnc(-c3cccs3)o2)c2c3c(sc2n1)CCCC3,i
Nc1ccc(-c2cnc[nH]2)cc1,i
CSc1ccc(/C=N/Nc2ncc(C(F)(F)F)cc2Cl)cc1,i
CN1/C(=C2\C=NN(c3ccccc3)P2(=O)Nc2ccc([N+](=O)[O-])cc2)C(C)(C)c2ccccc21 (stereo not given),+
Cn1c(SCC(=O)Nc2ccnn2C2CCCC2)nnc1-c1ccco1,i
c1nc(NC2CCCC2)c2c3c(sc2n1)CCCC3,i
CC1CCC(NC(=O)CN2C(=O)NC3(CCCCCC3)C2=O)CC1 (stereo not given),i
FC(F)(F)c1cc(NC(=S)Nc2ccc(Cl)c(Cl)c2)ccc1Cl,+
NC(=S)N/N=C/c1ccc(-c2ccc(SC(F)F)cc2)o1,i
Cc1ccc2nc(CSc3nnc(-c4cccs4)o3)cc(=O)n2c1,i
CCc1c(C)sc2[nH]c(=S)n(C)c(=O)c12,i
COc1ccc(C2=NN(C)C(=NCc3ccccc3)SC2)cc1,i
O=C1c2cccc3cccc(c23)N1CN1CCOCC1,i
Cc1cc(C)c2c(c1)/C(=N/Nc1ncc(Cl)cc1Cl)CCC2,i
NS(=O)(=O)c1ccc(N2CCN(c3ccc(O)cc3)CC2)nc1,i
Cc1cc(-c2c[n+](=O)c3c(n2[O-])CCCC3)ccc1F,i
CCn1c(O)c(C=NNC(=O)C2CCCCC2)c(=O)n(CC)c1=S,i
CCc1oc2ccccc2c1C1N=C(N)Nc2nc3ccccc3n21 (stereo not given),i
COCc1ccc(C(=O)O)o1,i
CN=c1scc(-c2ccc(Br)cc2)n1/N=C/c1cc(OC)c(OC)c(OC)c1,i
Cc1nn(-c2ccccc2)c(C)c1P(=Nc1ccc(Br)cc1)(N1CCOCC1)N1CCOCC1,i
Fc1ccccc1N1CCN(Cn2c(=S)oc3ccccc32)CC1,i
O=C(Nc1nc2c(s1)CCCC2)c1cc(Br)c(Br)s1,i
C=CCN=C1NS(=O)(=O)c2ccccc21,i
CN1CCC(N(C)P2(=O)C=C(c3ccccc3)SC(c3ccccc3)=C2)CC1,i
NC(=O)C1CCCN(c2ncnc3sc4c(c23)CCCCC4)C1 (stereo not given),i

Quoted at random: two compounds from above
canonical_smiles,PL synth Enamine
O=C(Nc1nc2c(s1)CCCC2)c1cc(Br)c(Br)s1,i
COCc1ccc(C(=O)O)o1,i

Later entries
canonical_smiles,PL synth Enamine
COc1ccc(C(O)P(=O)(OC2CC(C)CCC2C(C)C)OC2CC(C)CCC2C(C)C)cc1 (stereo not given),i
CCC1(C)NC(=O)N(/N=C/C2CC=CCC2)C1=O (stereo not given),i
Cc1ccc(C(=O)CSc2nnc(Cc3cccs3)n2C2CC2)s1,i
COc1cc(/C=N/NCCO)cc(OC)c1O,i
O=c1[nH]c(=S)[nH]c2nc(-c3cccs3)cc(C(F)(F)F)c12,i
CCC1(C)NC(=O)N(NC(=O)c2ccc(Cl)s2)C1=O (stereo not given),i
C/C(=N\Nc1nc(C)cc(=O)[nH]1)c1ccc(Br)cc1Br,i
O=C(CCCCCCCC(=O)Nc1nc(-c2cc(Cl)sc2Cl)cs1)Nc1nc(-c2cc(Cl)sc2Cl)cs1,i
Clc1cccc(C2Oc3ccccc3C3CC(c4ccccc4)=NN32)c1 (stereo not given),i
COCCCN=c1scc(-c2ccc(OC)cc2)n1/N=C/c1ccc(OC)cc1,i
Cc1noc(N=CN(C)C)c1Sc1ccccc1[N+](=O)[O-],i
O=C(/C=C/c1ccc2c(c1)OCO2)c1ccc(Br)cc1,i
O=c1cc(CSc2nnc(C3CC3)n2C2CC2)nc2ccc(Br)cn12,i
Cc1nc(Oc2ccc3cc(Br)ccc3c2)c2c(C)c(C)sc2n1,i
O=[N+]([O-])c1cc(Nc2cc(S(=O)(=O)N3CCCC3)ccc2OCC(F)(F)F)cc([N+](=O)[O-])c1,i
O=S1(=O)N=C(Nc2ccc(F)cc2)c2ccccc21,i
Cc1[nH]c2ccccc2c1N=Nc1cccnc1,i
C=CCSc1nnc(NC(=O)C2CCCCC2)s1,i
Cc1nn(C2CCS(=O)(=O)C2)c2[nH]c(CSc3ncnc4sc5c(c34)CCC5)cc(=O)c12 (stereo not given),i
c1nc(NCCC23CC4CC(CC(C4)C2)C3)c2c3c(sc2n1)CCC3,i
CC1CN(c2ncnc3sc4c(c23)CCCC4)CC(C)O1 (stereo not given),i
c1ccc(CN=C2NN=C(c3ccccc3)CS2)cc1,i
Cn1c(=O)c2c(nc(CO)n2C)n(C)c1=O,i
O=c1c2ccccc2nnn1CSc1nc2ccccc2c(=O)n1-c1ccc(F)cc1,i
C/C(=N\Nc1nc(C)nc2sc3c(c12)CCC3)c1ccncc1,i
CSc1nnc(SC2CC(=O)N(c3cc(Cl)cc(Cl)c3)C2=O)s1 (stereo not given),i
COC(=O)c1sc(N)c(C(=O)OC)c1COC(=O)CC1CCCC1,i
Cc1cc(C(C)(C)c2cc(C)n(CC3CCCO3)c2C)c(C)n1CC1CCCO1 (stereo not given),i
Oc1cccc2c(NC(=S)NC3CC4CCC3C4)cccc12 (stereo not given),i
CCOC(=O)C[N+]1(CC(O)COC2CC(C)CC(C)(C)C2)CCOCC1 (stereo not given),i

Reprinted from the part before: 7 compounds, followed by the next part.
canonical_smiles,PL synth Enamine
O=c1c2ccccc2nnn1CSc1nc2ccccc2c(=O)n1-c1ccc(F)cc1,i
C/C(=N\Nc1nc(C)nc2sc3c(c12)CCC3)c1ccncc1,i
CSc1nnc(SC2CC(=O)N(c3cc(Cl)cc(Cl)c3)C2=O)s1 (stereo not given),i
COC(=O)c1sc(N)c(C(=O)OC)c1COC(=O)CC1CCCC1,i
Cc1cc(C(C)(C)c2cc(C)n(CC3CCCO3)c2C)c(C)n1CC1CCCO1 (stereo not given),i
Oc1cccc2c(NC(=S)NC3CC4CCC3C4)cccc12 (stereo not given),i
CCOC(=O)C[N+]1(CC(O)COC2CC(C)CC(C)(C)C2)CCOCC1 (stereo not given),i
CCN(CC)P1(=Nc2ccc(C)cc2C)/C(=C2\N(C)c3ccccc3C2(C)C)C=NN1C (stereo not given),i
Cc1cc(-n2c(C)cc(-c3csc(N4CCN(C)CC4)n3)c2C)no1,i
CCSc1nnc(NC(=O)c2csc3c2CCC(C)C3)s1 (stereo not given),i
O=C(CN1C(=O)CC2(CCCC2)C1=O)c1ccc(Cl)s1,i
S=C(NCc1nc2ccccc2[nH]1)NC1CC2CCC1C2 (stereo not given),i
Cc1cc(C(=O)CSc2ncn[nH]2)c(C)n1CC(F)(F)F,i
S=c1oc(-c2ccncc2)nn1CN1CCN(c2ccccc2)CC1,i
OCCCc1nc2n(n1)C(c1ccc(Cl)cc1Cl)C=C(c1ccc(Br)cc1)N2 (stereo not given),i
CN1C(=S)/C(=C\c2ccc(Cl)cc2)c2cc(Br)ccc21,i
O=S(=O)(Nc1ccc2c(c1)OCO2)c1ccc(F)c(F)c1,i
Cc1ccc(-c2csc(N3CCCC3=O)n2)s1,i
O=S(=O)(c1cc(C(F)(F)F)ccc1Cl)N1CCNCC1,i
CC(C)(C)C1CCC2(CC1)NC(=O)N(CN1CCN(C(=O)c3cccs3)CC1)C2=O (stereo not given),i
C[N+](C)(C)Cc1c(-c2ccccc2)nc2sccn12,i
COC(=O)NC(NC(=S)Nc1ccc([N+](=O)[O-])cc1)C(Cl)(Cl)Cl (stereo not given),i
O=C1CSC(=NNC(=S)NCc2ccco2)N1,i
O=[N+]([O-])c1cc(S(=O)(=O)N2CCCCC2)ccc1Oc1ccc2oc3c(c2c1)CCCC3,i

Screens: PubChem BioAssay, School of Medicine, Boston University
